M4 antag: CHRM4 antagonism in calcium assay. CHO-hM4 cells, ACh EC80, Fluo-8 calcium fluorescence. inhibition, % at 3 µM. actives 0.73% (n = 360,000);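 active = inhibition above its plate's cutoff, the mean inhibition of sample wells plus 3 SD, cut at about 27% in these data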;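 also: 0% = acetylcholine EC80 with DMSO and 100% = DMSO without agonist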
Target sequence (P08173 whole entry, looked up): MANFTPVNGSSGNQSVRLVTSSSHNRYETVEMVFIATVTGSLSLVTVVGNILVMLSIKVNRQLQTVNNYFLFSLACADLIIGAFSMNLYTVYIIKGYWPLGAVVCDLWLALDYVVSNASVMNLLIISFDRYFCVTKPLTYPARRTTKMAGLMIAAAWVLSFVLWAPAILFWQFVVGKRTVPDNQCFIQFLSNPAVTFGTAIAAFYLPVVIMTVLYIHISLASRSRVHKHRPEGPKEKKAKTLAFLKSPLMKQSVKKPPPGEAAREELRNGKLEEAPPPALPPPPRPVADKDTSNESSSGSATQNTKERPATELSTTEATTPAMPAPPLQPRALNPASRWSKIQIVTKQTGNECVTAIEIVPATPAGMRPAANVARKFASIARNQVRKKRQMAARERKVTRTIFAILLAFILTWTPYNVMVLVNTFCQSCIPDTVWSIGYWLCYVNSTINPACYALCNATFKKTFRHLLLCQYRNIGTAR
IDE cell inh: inhibits human insulin-degrading enzyme in HEK cells; inhibition, % at 5.59 µM; actives 0.41% (n = 320,000); FAbetaB cleavage, fluorescence polarization; P14735;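 active = percent inhibition above the average of all tested compounds plus 3 SD, set per screening campaign, cut at about 16% in these data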;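 also: IDE supplied by intact live HEK cells; FP after avidin binding of uncleaved biotin substrate so inhibition keeps polarization high; 0% = DMSO wells and 100% = 60 µM reference IDE inhibitor Ii1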
CHRM4 agonist: agonists of human muscarinic M4 receptor (CHRM4). AID 624127. actives 0.14% (n = 360,000). CHO-K1 hM4/Gqi5, Fluo-8 calcium fluorescence; vehicle 0%, full acetylcholine response 100%. P08173. activation, % at 3 µM;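 active = activation above the run mean over all test wells plus 3 SD, cut at about 32% in these data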;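 also: peak over basal fluorescence ratio per well then scaled between controls; 0% = DMSO wells and 100% = acetylcholine at EC100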
CHRM5 PAM: potentiates acetylcholine response at human M5 receptor; P08912; CHO-K1 hM5, Fluo-8 calcium, ACh EC20 PAM; 0% = ACh EC20, 100% = ACh EC100; activation, % at 3 µM; actives 0.3% (n = 360,000); AID 624038;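 active = activation above the run cutoff, the mean activation of all test compounds plus 3 SD, cut at about 18% in these data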
Target sequence (P08912 whole entry, looked up): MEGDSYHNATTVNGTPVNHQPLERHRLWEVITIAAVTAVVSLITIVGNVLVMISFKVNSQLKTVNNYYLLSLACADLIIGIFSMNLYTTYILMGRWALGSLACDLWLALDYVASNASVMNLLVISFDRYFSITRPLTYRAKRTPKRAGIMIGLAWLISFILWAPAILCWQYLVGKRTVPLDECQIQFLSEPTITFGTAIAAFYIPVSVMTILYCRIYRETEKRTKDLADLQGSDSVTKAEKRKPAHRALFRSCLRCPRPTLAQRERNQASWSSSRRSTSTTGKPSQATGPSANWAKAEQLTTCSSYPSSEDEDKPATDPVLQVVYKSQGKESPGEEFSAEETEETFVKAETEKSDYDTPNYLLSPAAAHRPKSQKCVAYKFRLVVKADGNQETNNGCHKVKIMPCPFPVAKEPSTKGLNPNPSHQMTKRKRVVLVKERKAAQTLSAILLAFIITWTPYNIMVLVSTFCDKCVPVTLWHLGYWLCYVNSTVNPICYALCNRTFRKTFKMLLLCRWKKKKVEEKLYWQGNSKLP
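Assay system: CHO-K1 hM5 cells / Incubation: Fluo-8 loading 80 min at 37 °C plus 30 min room temperature / Technique: Fluo-8 calcium dye fluorescence, kinetic read / Repeats: single replicate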
M5 ag: agonists of human muscarinic M5 receptor (CHRM5); P08912; CHO-K1 hM5 cells, Fluo-8 calcium fluorescence; 0% DMSO wells, 100% maximal acetylcholine response; activation, % at 3 µM; AID 624037; actives 0.19% (n = 360,000);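 active = activation above the run's mean over test compounds plus 3 SD, cut at about 23% in these data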;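 also: signal is peak over basal fluorescence ratio across the kinetic read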
M5 antag: CHRM5 antagonism in calcium assay; P08912; CHO-hM5 cells, Fluo-8 calcium fluorescence, ACh EC80; inhibition, % at 3 µM; actives 0.59% (n = 360,000);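 active = inhibition above a per-plate cutoff, the mean of that plate's test compounds plus 3 SD, cut at about 27% in these data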;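 also: 0% = acetylcholine EC80 with DMSO and 100% = DMSO without agonist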
M4 PAM: positive allosteric modulators of human muscarinic M4 receptor | P08173 | CHO-K1 hM4/Gqi5, Fluo-8 calcium fluorescence, ACh EC20; 0% = ACh EC20, 100% = maximal ACh | activation, % at 3 µM | actives 0.4% (n = 360,000) | AID 624126;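 active = activation above its plate's cutoff, the mean activation of sample wells plus 3 SD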; also: some results filed as inactive read as strong as hits
CRFR2-BP ag: CRF-BP/CRF-R2 complex agonism; AID 588473; activation, % at 13.2 µM; HEK293 CRF-R2/CRF-BP, calcium dye fluorescence (FLIPR); percent of saturating CRF peptide response; actives 0.46% (n = 350,000);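 active = activation of at least 50%, plus an integration ratio under a set limit after plate pattern correction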;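 also: plate controls were neutral control wells without compound for no effect and CRF at EC100 for full effect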
CRFBP-R2 block: CRF-BP/CRF-R2 complex antagonism. actives 0.59% (n = 350,000). inhibition, % at 11.8 µM. HEK293 CRF-R2/CRF-BP, CRF-induced calcium fluorescence. AID 588475;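 active = inhibition of the ligand-induced calcium signal above about 50% at the single tested concentration, limit read from the data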
Numbers without * were called inactive; nt = not tested or not shown. An unsorted share of the library, and some 2.9% of all compounds hit somewhere here.

Values run as follows: M4 antag	IDE cell inh	CHRM4 agonist	CHRM5 PAM	M5 ag	M5 antag	M4 PAM	CRFR2-BP ag	CRFBP-R2 block
> CC1(c2nnnn2Cc2ccccc2)CCC(=O)N1CCc1ccc(O)cc1 (configuration not stated)
→ 3	nt	5	1	8	-3	10	nt	nt
> Cc1ccc(S(=O)(=O)CC(=O)Nc2ccc(S(=O)(=O)Nc3ccccn3)cc2)cc1
→ 7	4	1	7	2	2	-2	-1.9	1
> O=C(NCCN1C(=O)S/C(=C\c2ccc(Cl)cc2)C1=O)C1=COCCO1
→ -12	-3	1	-8	2	9	1	2.1	0
> CCCNC(=O)Cn1c(=O)/c(=C\c2ccc(-c3ccc([N+](=O)[O-])cc3)o2)s/c1=C\C(=O)C(C)(C)C
→ 18	21*	31	-7	25*	27	-4	356*	-443
> CC(C)Cn1c(SCC(=O)O)nnc1-c1cccc(S(=O)(=O)N2CCOCC2)c1
→ 4	2	0	-5	2	12	-4	5.8	-24
> Cn1cccc1Cc1nnc(SCC(=O)Nc2ccc(Cl)cc2)n1-c1ccc(F)cc1
→ -2	-2	1	-4	2	2	1	-0.6	-35
> CC(C(=O)Nc1ccccc1-c1ccccc1)N1CCN(C(=O)c2ccccc2)CC1 (configuration not stated)
→ -8	-4	2	-6	-4	17	1	-1.4	2
> CN(C)CCCN(C(=O)COc1ccccc1)c1nc2ccc(Cl)cc2s1
→ -3	11	5	1	-5	13	4	9.6	-9
> CC1(C(=O)NS(=O)(=O)c2ccc(C#N)cc2)CCN1C(=O)Cc1ccc(-c2ccccc2)cc1 (configuration not stated)
→ 5	nt	0	5	0	-2	-3	nt	nt
> O=C(Cn1c2[n+](c3ccccc31)CC(O)CS2)c1ccccc1 (configuration not stated)
→ -4	3	10	0	-5	11	-6	-0.8	-8

Already shown: 3 of the compounds above.
Values run as follows: M4 antag	IDE cell inh	CHRM4 agonist	CHRM5 PAM	M5 ag	M5 antag	M4 PAM	CRFR2-BP ag	CRFBP-R2 block
> CC1(c2nnnn2Cc2ccccc2)CCC(=O)N1CCc1ccc(O)cc1 (configuration not stated)
→ 3	nt	5	1	8	-3	10	nt	nt
> Cc1ccc(S(=O)(=O)CC(=O)Nc2ccc(S(=O)(=O)Nc3ccccn3)cc2)cc1
→ 7	4	1	7	2	2	-2	-1.9	1
> O=C(NCCN1C(=O)S/C(=C\c2ccc(Cl)cc2)C1=O)C1=COCCO1
→ -12	-3	1	-8	2	9	1	2.1	0

Next compounds follow.
Values run as follows: M4 antag	IDE cell inh	CHRM4 agonist	CHRM5 PAM	M5 ag	M5 antag	M4 PAM	CRFR2-BP ag	CRFBP-R2 block
> Cc1nc(CCNC(=O)CC2C(=O)NCCN2CC(C)C)nc2c1CCC2 (configuration not stated)
→ -2	3	1	2	2	-10	3	1.1	-3
> CC1CN(C(=O)COC(=O)c2cc([N+](=O)[O-])ccc2Cl)CC(C)O1 (configuration not stated)
→ -9	4	3	7	2	2	8	0.0	2
> Cc1ccc(CC(NC(=O)c2ccccc2)C(=O)NC(C)C(=O)O)cc1 (configuration not stated)
→ -3	11	0	2	1	-7	3	3.0	6
> O=C(COC(=O)CCc1ccccc1)NC(c1ccccc1)c1ccccc1
→ -4	5	-1	2	-3	-5	13	4.6	27
> Cc1cc(=O)oc2c(C)c(OCC(=O)NCCCN3CCOCC3)ccc12
→ 8	6	0	4	-1	5	7	-0.2	-10
> CN(CC(=O)Nc1cccc(F)c1)C(=O)c1ccccc1Cc1ccccc1
→ -6	2	6	-10	3	3	-4	-0.9	-16
> O=C(COC(=O)Cc1ccc(Cl)cc1Cl)NCCC1=CCCCC1
→ -14	2	0	10	-4	-11	11	0.8	1
> Cc1cc(C)c(C#N)c(SCC(=O)c2cccs2)n1
→ 37*	3	5	-7	-6	7	75*	-0.7	13
> Cn1c(CN2CCCC(C(=O)c3ccc4c(c3)OCO4)C2)nc2ccccc21 (configuration not stated)
→ 8	-2	1	-4	-5	9	-10	-1.1	2
> Cc1ccc(CNC(=O)Cn2cnc3c(NC(=O)OCc4ccccc4)ncnc32)o1
→ -5	2	1	2	1	10	8	-0.7	-3
> CC(C)N(C)C(=O)C(=O)c1cccn1-c1cccc(Cl)c1C#N
→ -4	4	1	-2	0	-8	5	-0.9	3
> CCn1c(=O)cc(OCC(=O)NCCCN2CCN(c3cccc(Cl)c3)CC2)c2ccccc21
→ -16	-13	10	-7	-3	15	-9	-1.9	-9
> CCOc1ccc(N2CC(NS(=O)(=O)c3cccs3)CC2=O)cc1 (configuration not stated)
→ 2	-1	2	3	2	6	-1	-1.1	16
> Cc1ccc(NC(=O)CN(c2ccc(C)cc2)S(=O)(=O)c2cccc3nonc23)cc1
→ 1	8	0	-6	-7	-2	1	-0.2	-15
> CCCCCCNc1ccc(C(=O)OCC)cc1
→ 0	nt	-1	-5	0	0	-4	nt	nt
> CC(NC(=O)COC(=O)c1cc(Cl)nc(Cl)c1)c1ccccc1 (configuration not stated)
→ -5	0	3	3	5	8	3	2.7	2
> COc1ccc(N2C(=O)CC(SCc3ccc(Cl)cc3)C2=O)cc1 (configuration not stated)
→ -5	8	8	2	11	-2	6	6.0	-19
> Cc1c(N/C(=N/S(=O)(=O)c2ccccc2)c2ccc(Cl)cc2)c(=O)n(-c2ccccc2)n1C
→ -2	-1	-1	4	1	-9	-1	0.0	11
> COc1ccc(CNC(=O)N2CCN(C(=O)c3ccccc3)CC2)cc1
→ -3	nt	1	-2	0	5	16	0.1	5
> Cc1ccc(C)c(NC(=O)C2CCCN2C(=O)NC2CCCCC2)c1 (configuration not stated)
→ -6	0	0	4	-5	-11	-5	-2.5	30
> CCOC(=O)C1(C(=O)OCC)CC1c1ccccc1 (configuration not stated)
→ -2	-4	1	0	0	2	2	-0.7	3
> COc1ccc(C)cc1NCC(=O)Nc1ccc(C(C)(C)C)cc1
→ 5	2	1	16	7	0	18	-0.8	3
> O=C(OCc1ccc([N+](=O)[O-])cc1)C1CC(=O)N(CCc2ccccc2)C1 (configuration not stated)
→ -4	4	3	-4	0	1	12	-0.2	25
> CCOc1ccc(OCC)c(NC(=O)C2CCCN(S(=O)(=O)c3cnc[nH]3)C2)c1 (configuration not stated)
→ -3	1	0	-3	0	2	4	0.9	0
> COc1cn(-c2ccccc2)nc1C(=O)Nc1ccc(C)cc1Cl
→ -3	-4	1	4	0	9	6	-1.1	-4
> NC(=O)c1ncc(C(F)(F)F)cc1Cl
→ 2	1	0	-3	-2	1	4	-0.7	4
> Cc1ccc(NC(=O)COC(=O)CCNS(=O)(=O)c2ccc(C)c(C)c2)cc1
→ -3	0	8	0	0	11	-3	0.9	-18
> Cc1cccc(NC(=O)c2cc(NC(=O)C3CC=CCC3C(=O)O)ccc2N2CCOCC2)c1 (configuration not stated)
→ -17	5	0	0	0	-5	2	2.3	10
> C=CCNC(=S)N1CCN(S(=O)(=O)c2ccc(C)cc2)CC1
→ 15	-3	3	-8	1	9	-16	0.7	7
> CN[C@H]1C[C@@H](c2ccccc2)N(C(C)=O)C[C@H]1CO
→ -13	nt	1	9	-5	6	14	nt	nt
> CCc1nc(SCC(=O)NNC(=O)c2ccc(C)cc2)c2ccccc2n1
→ -4	0	0	7	-5	-2	4	1.1	10
> CC(C)Cc1ccc(CN2C(C)C(=O)N(Cc3cn(Cc4ccco4)nn3)CCS2(=O)=O)cc1 (configuration not stated)
→ 2	nt	0	-3	0	3	-4	nt	nt
> COc1ccc(N2CCN(C(=O)COC(=O)c3cccc(S(=O)(=O)Nc4cccc(C)c4)c3)CC2)cc1
→ 6	6	12	-14	6	12	-4	-2.8	16
> O=C(NC1CCCCC1)C1CCN(C(=O)c2ccc(-c3ccccc3)cc2)CC1
→ 2	18*	1	6	0	8	-4	-1.4	1
> Fc1ccccc1/C=N/Nc1nc2ccccc2o1
→ -3	-3	1	-4	-5	1	0	-0.5	19
> COc1cccc(/C=C2\SC(=S)N(CCCC(=O)N3CCCC3)C2=O)c1
→ 1	-4	2	4	-3	-4	-2	0.6	11
> Cc1sc2c(c1C)CN(Cc1ccncc1)CN2C(=O)c1ccco1
→ -3	6	2	-7	1	3	-2	-0.1	17
> O=C(Nc1ccc(S(=O)(=O)N2CCCCC2)cc1)C1CCN(C(=O)c2ccco2)CC1
→ -5	4	3	-6	-3	10	-3	-3.9	1
> CC(Oc1ccccc1)C(=O)N/N=C/c1ccccn1 (configuration not stated)
→ -7	-3	0	3	-1	-13	-2	-3.2	2
> CCOC(=O)N1CCC(NCCNC(=O)c2ccc(F)c(F)c2)CC1
→ 3	8	3	-7	6	15	6	-1.2	0
> O=C(Nc1c(Br)cc2c(c1Br)Cc1cc([N+](=O)[O-])ccc1-2)C(Cl)Cl
→ -10	nt	2	-6	0	4	0	0.9	36
> COc1ccc(OC)c(NC(=O)Cn2cccc2)c1
→ 6	1	0	4	-2	0	-2	-0.9	5
> CC(=O)N1CCOc2cc(S(=O)(=O)NCc3ccc(F)cc3)c(C)cc21
→ 4	2	2	1	1	2	1	0.2	9
> CSc1nnc(-c2sccc2OCc2ccccc2)n1C
→ -4	-2	1	-3	1	1	0	-0.7	8
> O=C1NCCN1CCNc1nc(NCc2ccccc2)nc2ccsc12
→ 52*	nt	46*	-19	20	22	-15	nt	nt
> Cc1ccc(SCC(=O)OC(C)C(=O)Nc2ccc(S(N)(=O)=O)cc2)cc1C (configuration not stated)
→ 3	-2	9	-11	6	16	-6	0.1	13
> O=[N+]([O-])c1cc(F)c(N2CCOCC2)cc1N1CCCCC1
→ 3	-1	-2	-2	-2	4	-3	-1.4	-11
> O=C1CC(c2ccc(F)cc2)CC(O)=C1C1NCCc2ccccc21 (configuration not stated)
→ 0	2	0	2	-1	0	-6	3.6	0
> COc1ccc(OC)c(N2C(=O)[C@@H]3C(c4ccccc4Cl)=NO[C@@H]3C2=O)c1
→ -2	-4	4	-6	1	-5	2	-1.8	-3
> COC(=O)/C(C#N)=C/c1c(Oc2cccc(C)c2)nc2ccccn2c1=O
→ 9	4	1	5	1	-3	1	-5.1	-4

Carrying on:
Values run as follows: M4 antag	IDE cell inh	CHRM4 agonist	CHRM5 PAM	M5 ag	M5 antag	M4 PAM	CRFR2-BP ag	CRFBP-R2 block
> Cn1c(SC2CCCCC2=O)nnc1-c1ccncc1 (configuration not stated)
→ 3	6	0	0	2	4	3	1.8	-8
> CN(N)c1ccc2c(C(F)(F)F)cc(C(F)(F)F)nc2n1
→ 4	4	16	-17	0	22	-10	0.7	-8
> O=c1[nH]c2ccccc2nc1/C=C(\O)C1CC1
→ 5	1	1	-1	-1	-2	2	-0.5	-1
> CCOc1ccccc1C1CC(c2ccc(Br)cc2)Nc2nc(N)nn21 (configuration not stated)
→ -13	-3	4	1	3	4	1	12	2
> Cc1cc(-c2cc(NC=O)c3ncc(-c4cccc(C(=O)NCCN(C)C)c4)n3c2)cc(C)c1O
→ -16	nt	0	0	-1	7	10	nt	nt
> Cc1ccc(C)c(NC(=O)Cn2cc(C(=O)C3CC3)c3ccccc32)c1
→ 5	2	6	-1	2	3	2	-0.6	6
> O=C(O)c1cn(Cc2ccccc2)c2ccc(Cl)cc2c1=O
→ 2	0	0	11	3	0	-1	-0.5	0
> Cc1ccc(S(=O)(=O)N2CCN(C(=O)CSCc3ccc(C(C)C)cc3)CC2)cc1
→ 1	7	8	-5	2	-4	5	0.2	3
> COc1ccc(S(=O)(=O)N2CCN(C(=O)CCc3c[nH]c4ccccc34)CC2)cc1
→ 10	0	4	-9	1	6	1	0.2	-7
> COc1ccc(CN(C)C(=O)Cn2cnc(C(=O)Nc3ccc(C)c(C)c3)n2)cc1OC
→ -3	nt	6	-10	1	15	-7	1.4	3
